Menin-MLL TR inh: inhibitors of human menin-MLL interaction, mutant MLL peptide | Potency, µM (titrated, usually from 61.6 µM), inactives show at the top dose FP activity change, negative = inhibition, most hits filed as inhibitors | 270,000 tested, 0.23% active | AID 1768 | Menin + Texas Red MLL mutant peptide, fluorescence polarization | O00255; active = well fitted inhibition curve with a large enough effect in the polarisation, with a control signal flat, not every such curve was filed as active; inconclusive = small, poorly fitted or top-dose-only effect, or effect the other way, or a change in a side signal; inactive = no such curve, though single readings can be large or run the other way; the % refers to the polarisation; note: potency is the fitted concentration of half-maximal effect; % of control where 0% means no effect; many of its hits are not listed in these tables
PKM2 act: increases activity of human pyruvate kinase M2; AID 1631; P14618; purified PKM2, Kinase-Glo ATP luminescence, activation; response scale: 0% is enzyme alone, no compound; 260,000 tested, 0.34% active; Potency, µM (top dose mostly 57.5 µM), without a hit: top-dose activation, actives largely listed as activators; note: potency is the fitted concentration of half-maximal effect; % is set by controls: 0 for no effect and ±100 for the full control effect; nearly all actives have a fitted effect of over 55% in size
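Purified hPK-M2 (>95%) run at intermediate activity with 0.1 mM ADP and 0.5 mM PEP in 50 mM imidazole pH 7.2, KCl, MgCl2; 1 h room temperature. ATP formed read by Kinase-Glo luminescence; normalized to uninhibited and no-enzyme controls.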
Tb PFK inh: blocks T. brucei phosphofructokinase | O15648 | T. brucei PFK, ADP-Glo luminescence | Potency, µM (titrated, usually from 57.5 µM), for inactives: at the top dose activity, negative = inhibition, usual class: inhibitors | 330,000 tested, 0.17% active;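 note: potency is the fitted concentration of half-maximal effect; 0% = uninhibited 1x PFK enzyme wells and -100% = no-enzyme wells; nearly all actives have a fitted effect of over 60% in size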
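Activity is normalized to no-enzyme wells (full inhibition) and 1.25 nM enzyme wells (no inhibition). Reaction: 0.5 mM F6P, 0.1 mM ATP, 45 min RT, ADP-Glo luminescence; concentration-response curves fitted and classed by quality.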
a7 integrin act: activators of alpha7 integrin expression for muscular dystrophy; alpha7betagal myoblasts, beta-gal FDG fluorescence, 48 h; Potency, µM (highest dose often 38.3 µM), without a hit: at the highest dose activation, most hits filed as activators; 350,000 tested, 0.064% active; AID 624291;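 note: potency is the fitted concentration of half-maximal effect; 100% = response of the positive control SU9516; nearly all actives have a fitted effect of over 60% in size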
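Alpha7betagal+/- myoblasts (passage 13) were plated 16-24 hr, then exposed to compounds (1:260 dilution of DMSO stock) for 48 hours at 37C. After MPER lysis, β-galactosidase reporter activity was read as FDG fluorescence (ex 480/em 540) after 30 minutes.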
Chronic BCR inh: blocks chronic active B-cell receptor signaling; ABC-DLBCL IkBa-CBG/CBR reporter, luminescence ratio, 4 h; Potency, µM (series often up to 46.1 µM), inactives show at the top dose ratio change, negative = lower green/red ratio, actives largely listed as inhibitors; 340,000 tested, 0.05% active; AID 493014; active = well fitted inhibition curve with a large enough effect in the signal ratio, with a control signal flat, not every such curve was filed as active; inconclusive = small, poorly fitted or top-dose-only effect, or effect the other way, or a change in a side signal; the % refers to the signal ratio;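 note: potency is the fitted concentration of half-maximal effect; plate controls were basal doxycycline-induced cells for no effect and cells given 10 µM MG132 for full effect; MG132 reads +100%, hits lower the ratio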
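Doxycycline induced both beetle luciferases in TMD8 lymphoma cells; IKK-driven degradation limits the IkappaBalpha-fused green signal, while red luminescence normalises for cell number and nonspecific effects. Compounds tested up to 46 uM, 4 hrs.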
Giardia killer: Giardia lamblia killing. Giardia lamblia trophozoite viability. activity change, % at 7.66 µM, hits read low. 340,000 tested, 0.15% active. AID 540267; in the data active = activity change below about -80%; inconclusive = between about -30% and that limit;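 note: parasites exposed to compound for two days anaerobically before the ATP read; % is set by controls: 0 for no effect and ±100 for the full control effect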
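Giardia trophozoites, 100 cells per well, were exposed to compounds for 48 hrs at 37 deg C under anaerobic conditions; viability was then read as ATP content by bioluminescence after 15-30 min at room temperature.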
Coupling enz: inhibits coupling enzyme system, counter-screen for aldolase hits; AID 2472; coupling enzyme system counterscreen, AmpLite Red fluorescence; activity change, negative = inhibition, % at 58.2 µM, hits read low; 290,000 tested, 0.67% active; in the data active = activity change below about -30%; note: % is set by controls: 0 for no effect and ±100 for the full control effect
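First, compound is pin-transferred into glyceraldehyde-3-phosphate coupling-enzyme reagent at 57.5 uM final and held 10 min at RT. Next, substrate, coupling system and AmpLite Red are added. After 20 min RT, fluorescence (525/598 nm) is read.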
TSG101-PTAP inh: blocks PTAP/TSG101 interaction to inhibit HIV-1 budding. Potency, µM (highest dose often 115 µM), for inactives: top-dose activity change, negative = inhibition, most hits filed as inhibitors. Q99816. Fluorescence polarization, FITC-PTAP peptide / Tsg101 binding. AID 493005. 340,000 tested, under 10 active; active = well fitted inhibition curve with a large enough effect in the main read-out, with a control signal flat, not every such curve was filed as active; inconclusive = small, poorly fitted or top-dose-only effect, or effect the other way, or a change in a side signal; inactive = no such curve, though single readings can be large or run the other way; note: potency is the fitted concentration of half-maximal effect; % of control where 0% means no effect
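Fluorescence anisotropy tracks displacement of a FITC-tagged PTAP peptide (50 nM) from the Tsg101 binding domain (10 uM), following a 20 min room-temperature incubation at pH 7.5.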
B2AR arrestin: beta2AR (human) beta-arrestin recruitment activity; P07550; beta-arrestin recruitment to beta2AR, cell-based reporter; Potency, µM (highest dose often 46.1 µM), without a hit: at the top dose activation, most hits filed as activators; 330,000 tested, 0.02% active; AID 492947;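 note: potency is the fitted concentration of half-maximal effect; 0% = DMSO controls and full agonism = EC100 isoproterenol or metaproterenol; nearly all actives have a fitted effect of over 65% in size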
ASM inhibitor: blocks human secretory acid sphingomyelinase. Potency, µM (titrated, usually from 57.5 µM), for the others: at the top dose activity change, negative = inhibition, most hits filed as inhibitors. placental ASM, HMU-PC fluorogenic substrate, 60 min. 340,000 tested, 0.006% active; note: potency is the fitted concentration of half-maximal effect
Target sequence (P17405 47-631 limits assumed): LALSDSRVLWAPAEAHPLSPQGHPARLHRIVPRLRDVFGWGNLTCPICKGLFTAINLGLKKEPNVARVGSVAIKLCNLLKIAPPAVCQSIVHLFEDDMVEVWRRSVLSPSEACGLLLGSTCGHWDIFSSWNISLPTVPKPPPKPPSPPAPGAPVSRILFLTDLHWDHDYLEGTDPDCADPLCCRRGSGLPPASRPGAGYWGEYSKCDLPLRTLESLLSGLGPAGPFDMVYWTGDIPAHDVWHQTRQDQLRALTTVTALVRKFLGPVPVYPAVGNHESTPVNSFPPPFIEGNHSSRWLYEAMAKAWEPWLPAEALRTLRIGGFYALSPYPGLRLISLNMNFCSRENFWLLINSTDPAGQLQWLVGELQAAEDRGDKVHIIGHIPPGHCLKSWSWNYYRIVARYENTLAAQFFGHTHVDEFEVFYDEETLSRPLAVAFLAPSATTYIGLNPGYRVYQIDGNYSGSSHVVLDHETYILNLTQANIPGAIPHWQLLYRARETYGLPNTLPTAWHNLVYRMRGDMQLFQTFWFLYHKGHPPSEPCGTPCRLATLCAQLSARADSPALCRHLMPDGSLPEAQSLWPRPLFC
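Human placenta-derived ASM preincubated with compound 10 min at room temperature, then reacted with 9 uM (final) fluorogenic HMU-PC substrate for 60 min at 37 C. Stop solution raises pH to 10; fluorescence read at Ex 386/Em 447 nm.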
GALK inh: blocks human galactokinase activity; Purified GALK, Kinase-Glo residual ATP luminescence; Potency, µM (highest dose often 57.5 µM), for the others: top-dose activity change, negative = inhibition, actives largely listed as inhibitors; 270,000 tested, 0.007% active; AID 1868; note: potency is the fitted concentration of half-maximal effect; % is set by controls: 0 for no effect and ±100 for the full control effect
Target sequence (P51570 whole entry, looked up): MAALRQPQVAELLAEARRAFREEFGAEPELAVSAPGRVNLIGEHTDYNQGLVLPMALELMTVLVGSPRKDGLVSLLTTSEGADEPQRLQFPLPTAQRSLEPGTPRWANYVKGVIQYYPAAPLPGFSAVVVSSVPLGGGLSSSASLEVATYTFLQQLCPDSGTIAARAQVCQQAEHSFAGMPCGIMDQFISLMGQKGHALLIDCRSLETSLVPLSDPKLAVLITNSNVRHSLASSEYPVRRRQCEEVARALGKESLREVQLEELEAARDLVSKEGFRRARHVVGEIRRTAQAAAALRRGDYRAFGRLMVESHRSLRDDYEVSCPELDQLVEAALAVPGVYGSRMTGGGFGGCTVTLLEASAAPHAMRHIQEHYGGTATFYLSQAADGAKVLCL
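5 nM enzyme, 35 uM ATP, 100 uM galactose, 20 mM HEPES pH8.0, 5 mM MgCl2; 1 h RT; residual ATP by Kinase-Glo Plus luminescence, qHTS format.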
An asterisk follows results filed as active; ? = inconclusive; nt = no result given; [ ] = remark or other dose. Unless noted, calls come from the whole dose curve; as a rule, active = well fitted curve in the direction sought with a large enough effect; inconclusive = small, poorly fitted or top-dose-only effect, or another doubt; inactive = no such curve, though single readings can be large; an effect the other way counts as inactive or inconclusive. Some of the compounds tested; rates above refer to the full screens.

SMILES | Menin-MLL TR inh | PKM2 act | Tb PFK inh | a7 integrin act | Chronic BCR inh | Giardia killer | Coupling enz | TSG101-PTAP inh | B2AR arrestin | ASM inhibitor | GALK inh
CCSc1nc(=O)n(-c2ccccc2)c(C)c1C(C)=S | -16% | 5% | -2% | 23% | 5% | -4 | 0 | -9% | -0.1% | 10% | -5%
CSc1nc(N)nc2c1ncn2CC(=O)NCc1ccc2c(c1)OCO2 | nt | nt | -4% | 5% | 1% | -24 | nt | -3% | 3.9% | -2% | nt
CCOC(=O)CC(NC(=O)c1ccc(C)cc1)c1ccc(C)cc1 (stereo not given) | -2% | 5% | 2% | -5% | -11% | -1 | nt | -8% | 8.9% | -5% | -2%
CCN(C(=S)Nc1ccc(C(C)=O)cc1)C1CCCCC1 | 4% | 7% | -1% | ? | 2% | 11 | 0 | -1% | -0.8% | 5% | 2%
O=C1NC(c2ccccc2)=C(c2nc3ccccc3s2)C(c2ccccc2)N1 (stereo not given) | -3% | -5% | 1% | 0% | ? | -3 | -2 | -12% | 0.3% | -17% | -2%
Cc1cc(-c2n[nH]c(=S)n2Cc2ccco2)n(C)n1 | 6% | -22% | -4% | -1% | 0% | -18 | 0 | 1% | -0.4% | 12% | -1%
Cc1c(C(=O)O)sc(S(=O)(=O)N2CCN(C(=O)Cc3ccccc3Cl)CC2)c1C(=O)O | nt | nt | 5% | 41% | 2% | -10 | nt | -2% | -0.5% | 6% | nt
Cc1ccc(S(=O)(=O)NC(=O)Nc2ccccc2F)cc1 | -13% | -23% | 5% | 17% | 0% | 4 | 0 | 0% | 0.8% | 3% | 1%
O=C(Nc1ccccc1)N1CCC(C(=O)N2CCCC(C(F)(F)F)C2)CC1 (stereo not given) | nt | 0% | 1% | 14% | -1% | 10 | nt | -1% | -0.3% | -2% | -5%
CCCCN(CC(=O)Nc1c(C)cccc1CC)C(=O)SCC | ? | -3% | -3% | -18% | -12% | -10 | 1 | -3% | -0.2% | 0% | -5%
CNC(=O)N1c2ccccc2C=Cc2ccccc21 | -2% | -1% | -2% | -15% | 6% | 15 | 0 | -5% | -0.4% | 0% | 2%
CN(C)c1ccc(P(=O)(Nc2cccc(C(F)(F)F)c2)N2CCOCC2)c(NC(=O)c2cccs2)c1 (stereo not given) | 7% | -8% | 0% | -16% | -1% | 4 | -4 | 2% | 0.1% | -16% | -2%
COc1ccc(S(=O)(=O)N(C)CC(=O)NCCC2=CCCCC2)cc1C | -1% | -2% | -3% | 18% | 5% | -6 | 5 | -2% | -0.1% | 0% | -1%
COc1ccc(C(OCC(O)CNCCc2ccc(S(N)(=O)=O)cc2)c2ccc(OC)cc2)cc1 (stereo not given) | -9% | nt | 1% | -9% | -9% | -2 | 0 | 0% | 0.4% | -1% | -3%
Cc1c(NS(=O)(=O)c2ccc(Cl)c(C(=O)OCC(=O)NCc3ccco3)c2)c(=O)n(-c2ccccc2)n1C | 0% | -3% | 3% | 4% | 4% | 5 | 3 | -3% | 0.4% | -1% | -3%
COc1cc(OC)c(C(=O)OCC(=O)NCCC2=CCCCC2)cc1OC | nt | nt | 17% | -1% | -1% | -11 | nt | -3% | 1.3% | 0% | nt
O=C(Cn1cc(C(F)(F)F)cc(Cl)c1=O)NCCc1ccccc1 | -22% | -13% | -1% | -8% | 0% | -2 | 0 | -2% | -0.5% | -2% | 1%
CC(=O)Nc1ccc(S(=O)(=O)N(C)CC(=O)Nc2ccccc2N2CCOCC2)cc1 | 6% | -1% | 6% | 6% | 1% | 2 | 0 | -11% | -0.2% | -2% | -3%
C=CCOc1c(Br)cc(/C=C2/C(=O)ON=C2C)cc1OC | ? | nt | -3% | -54%[inhibitor] | -8% | 8 | 0 | 0% | -0.3% | 0% | 3%
CCCOc1ccc(/C=C2/C(=O)ON=C2C)cc1OCC | 3% | nt | 4% | -13% | 2% | 9 | -2 | -1% | -0.9% | -1% | -4%
CCOc1ccc(NC(=O)C2CC(=O)N(C(C)C)C2)cc1 (stereo not given) | 14% | -8% | -3% | 12% | 1% | 1 | -1 | -4% | -0.3% | 5% | 2%
CCC(=O)NCCc1nc2ccccc2n1CC(=O)c1ccccc1 | -10% | -5% | -5% | -6% | -2% | -13 | -1 | -3% | 0.1% | 0% | nt
COC(=O)c1ccc(Oc2c(C)oc3cc(OCc4cnn(-c5ccccc5)c4)ccc3c2=O)cc1 | 6% | 0% | -8% | 25% | 5% | -10 | 0 | -8% | -0.1% | 0% | 1%
Cc1ccc(NS(=O)(=O)c2ccc(C)c(NC(=O)COc3ccccc3)c2)c(C)c1 | 2% | 0% | 1% | 13% | 7% | -3 | 2 | -1% | -1.3% | -9% | -2%
COc1ccc(C(=O)NC2CC(C)(C)Cc3occc32)cc1 (stereo not given) | -15% | -21% | 9% | 23% | 17% | -9 | 7 | 0% | -0.2% | -2% | 0%
Cc1ccccc1CN1CCN(CC(=O)NCc2ccccc2)CC1 | -2% | 0% | 2% | -17% | -5% | -1 | 1 | -1% | 0.1% | -1% | 0%
COc1ccc(CN2CCNC(=O)C2CC(=O)N2CCCCO2)cc1OC (stereo not given) | -9% | 0% | 5% | 0% | -18% | ? | -30* | -5% | -0.5% | 4% | -1%
CCCn1c(N)c(N(CCOC)C(=O)c2ccc(F)cc2)c(=O)[nH]c1=O | -9% | -10% | -8% | 28% | -13% | 7 | 2 | -4% | -0.2% | 0% | -1%
CC(C)[C@H](NC(=O)NCCc1ccc(F)cc1)C(=O)O | 0%[11.7 µM] | 1% | 0% | 19% | 2% | 5 | 3 | -6% | -3.0% | 2% | 2%
N/C(=N\OC(=O)CC1CCCCC1)c1ccc([N+](=O)[O-])cc1 | -2% | -13% | 6% | 22% | ? | 37[activator] | 3 | -2% | -0.1% | -2% | 0%
COc1cccc(N2CCN(S(=O)(=O)c3cc4c(cc3Cl)NC(=O)CO4)CC2)c1 | 19% | -8% | 1% | 10% | -8% | 40[activator] | -2 | 0% | 0.3% | 3% | nt
CN(C)NC(=O)C(NC(=O)c1ccc(N)cc1)C12CC3CC(CC(C3)C1)C2 (stereo not given) | -25% | 3% | -7% | 10% | -4% | -11 | 2 | 0% | -0.1% | 4% | -1%
Cc1ccc(NC(=O)/C(C#N)=N/Nc2ccc(C(=O)O)cc2)c(C)c1 | nt | -12% | 5% | -3% | ? | 2 | 9 | 0% | 3.3% | -2% | -2%
COC(=O)c1ncn(C2OC(COC(C)=O)C(OC(C)=O)C2OC(C)=O)n1 (stereo not given) | -10% | 4% | -16% | -2% | 5% | 5 | 2 | -6% | -0.4% | -5% | 2%
CCOc1ccccc1C1CC(=O)NC(SCC)=C1C#N (stereo not given) | 0% | -7% | -5% | -12% | 4% | -1 | 2 | -3% | -0.1% | 4% | 0%
CCOC(=O)C1(Cc2cccc(Cl)c2)CCCN(C(=O)CCSC)C1 (stereo not given) | -11% | -2%[11.5 µM] | -14% | ? | -5% | 5 | 0 | -1% | -1.0% | -3% | 5%
CCOc1ccc(CCNC(=O)C2CCN(c3nn4c(=O)cc(C)nc4s3)CC2)cc1 | 1% | 0% | -2% | 0% | 1% | 10 | 2 | -5% | 0.0% | -4% | 2%

One compound at a time, from the list above. Order of values: Menin-MLL TR inh	PKM2 act	Tb PFK inh	a7 integrin act	Chronic BCR inh	Giardia killer	Coupling enz	TSG101-PTAP inh	B2AR arrestin	ASM inhibitor	GALK inh
CCOC(=O)C1(Cc2cccc(Cl)c2)CCCN(C(=O)CCSC)C1 (stereo not given) as listed: -11%	-2%[11.5 µM]	-14%	?	-5%	5	0	-1%	-1.0%	-3%	5%
Cc1ccc(NC(=O)/C(C#N)=N/Nc2ccc(C(=O)O)cc2)c(C)c1 as listed: nt	-12%	5%	-3%	?	2	9	0%	3.3%	-2%	-2%
CCOc1ccc(NC(=O)C2CC(=O)N(C(C)C)C2)cc1 (stereo not given) as listed: 14%	-8%	-3%	12%	1%	1	-1	-4%	-0.3%	5%	2%

Assay outcomes: PubChem BioAssay, National Center for Advancing Translational Sciences (NCATS)
